# Screening data as filed in PubChem BioAssay.
# SKN-1 block = suppressors of acrylamide-induced Pgst-4::GFP reporter in worms, primary screen, SKN-1 inhibitor project, whole organism, uHTS, GFP/RFP fluorescence ratio, strain VP596; C. elegans VP596 Pgst-4::GFP/RFP ratio, 24 h; AID 624304, 2012; inhibition, % at 21.8 µM; 0.49% of 360,000 active;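 active = interference check ratio from 0.5 to 1.5 plus GFP to RFP signal ratio inhibition reaching or exceeding a fixed threshold, cut at about 30% in these data, passing the limit was not always enough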; also: some compounds called inactive have numbers as strong as hits
# FAS TE block = FAS thioesterase domain inhibitors, primary screen, biochemical, fluorescence intensity, uHTS; 0.67% of 360,000 active; recombinant FAS-TE, OMFH fluorogenic substrate, fluorescence endpoint; Fatty acid synthase (Homo sapiens), P49327; inhibition, % at 15 µM;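 active = compounds whose normalised, plate-corrected inhibition of enzyme fluorescence in the single-dose primary screen is 50% or more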;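 also: 0% = DMSO with enzyme and 100% = substrate without enzyme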
# Rpn11 inh = Rpn11 (PSMD14) deubiquitinase inhibitors, primary screen, biochemical, fluorescence polarization, uHTS. 26S proteasome non-ATPase regulatory subunit 14 (Homo sapiens), O00487. human 26S proteasome, Ub4-pepOG fluorescence polarization; 20S core pre-blocked with epoxomicin. calls only at 20 µM. 0.59% of 360,000 active;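 active = inhibition at 20 µM, scaled to each plate's controls, above about 33%, limit read from the data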
# MT1-MMP act inh = blockers of MT1-MMP proenzyme processing, primary screen, HT1080 RFP-PRO-GFP cells, GFP/RFP fluorescence; Matrix metalloproteinase-14 (Homo sapiens), P50281; GFP/RFP ratio fluorescence, overnight; percent of plate control window, DMSO zero; GFP/RFP ratio change, % at 20 µM; 0.061% of 360,000 active; AID 651647, 2012;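 active = GFP/RFP ratio change of at least 30% with cell ATP level not reduced by more than half and red fluorescence within 50% of control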; also: strong numbers were not always called active
#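 Assay system: HT1080 RFP-PRO-GFP cells | Dosing: 20 µM single dose, 1% DMSO | Incubation: Cells overnight before dosing, compound overnight, 37 °C, 5% CO2 | Evaluation: GFP/RFP fluorescence ratio | Control set: DMSO-only wells and HT1080 RFP-L50D-GFP cell wells as references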
# NadD block = inhibitors of S. aureus NadD, primary screen, biochemical, colorimetric, uHTS | Nicotinate-nucleotide adenylyltransferase NadD (Staphylococcus aureus N315) | purified NadD enzyme, colorimetric absorbance read-out | inhibition, % at 20 µM | 0.78% of 360,000 active; in the data active = inhibition above about 26%; also: some compounds past the cut are filed as inactive
# CSN inh = inhibitors of CSN-mediated cullin deneddylation, primary screen, biochemical, fluorescence polarization, uHTS; COP9 signalosome complex subunit 5 (Homo sapiens), Q92905; Purified CSN, SCF-Nedd8-OG deneddylation; inhibition, % at 12.5 µM; 0.38% of 360,000 active;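 active = pattern-corrected inhibition above about 35%, with an unprinted fluorescence ratio check between 0.5 and 1.5, limit read from the data, passing the limit was not always enough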;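 also: 0% = enzyme with substrate and 100% = substrate without enzyme; some results filed as inactive read as strong as hits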
# Target sequence (Q92905 whole entry, looked up, one chain of several): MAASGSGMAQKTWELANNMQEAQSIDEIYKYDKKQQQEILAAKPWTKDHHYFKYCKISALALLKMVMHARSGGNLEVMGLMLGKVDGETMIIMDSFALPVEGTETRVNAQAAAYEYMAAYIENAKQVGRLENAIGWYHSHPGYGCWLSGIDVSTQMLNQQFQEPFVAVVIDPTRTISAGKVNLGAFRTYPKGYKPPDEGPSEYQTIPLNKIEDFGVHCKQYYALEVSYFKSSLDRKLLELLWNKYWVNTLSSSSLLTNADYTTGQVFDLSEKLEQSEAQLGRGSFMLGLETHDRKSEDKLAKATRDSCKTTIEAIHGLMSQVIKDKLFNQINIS
#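 Assay system: purified human Csn5 enzyme expressed in HEK293T cells; Input: 0.24 nM Csn5 enzyme, final concentration; Reagent: 10 nM SCFSkp2-Nedd8OG; Compound dosing: 12.5 µM single point; Times: reaction 90 min, room temperature; Technique: fluorescence polarization readout.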
# Rin1-Abl PPI inh = inhibitors of Rin1-Abl protein binding, primary screen, biochemical, TR-FRET; 0.4% of 360,000 active; inhibition, % at 7.35 µM; Tyrosine-protein kinase ABL1 (Homo sapiens) + Ras and Rab interactor 1 (Homo sapiens), …; in the data active = inhibition above about 5%, passing the limit was not always enough
# Neddylation inh = inhibitors of cullin neddylation, primary screen, biochemical, TR-FRET, uHTS, NAE and Ubc12; calls only at 25 µM; 0.58% of 360,000 active; in the data active = inhibition above about 36%
# Target sequence (P61081 whole entry, looked up): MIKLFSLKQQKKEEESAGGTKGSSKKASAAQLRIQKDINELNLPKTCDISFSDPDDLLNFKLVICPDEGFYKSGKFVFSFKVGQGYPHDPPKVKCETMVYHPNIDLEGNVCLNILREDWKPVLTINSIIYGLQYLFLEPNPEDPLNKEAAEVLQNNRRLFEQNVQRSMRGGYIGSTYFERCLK
# Target sequence (Q13564 whole entry, looked up): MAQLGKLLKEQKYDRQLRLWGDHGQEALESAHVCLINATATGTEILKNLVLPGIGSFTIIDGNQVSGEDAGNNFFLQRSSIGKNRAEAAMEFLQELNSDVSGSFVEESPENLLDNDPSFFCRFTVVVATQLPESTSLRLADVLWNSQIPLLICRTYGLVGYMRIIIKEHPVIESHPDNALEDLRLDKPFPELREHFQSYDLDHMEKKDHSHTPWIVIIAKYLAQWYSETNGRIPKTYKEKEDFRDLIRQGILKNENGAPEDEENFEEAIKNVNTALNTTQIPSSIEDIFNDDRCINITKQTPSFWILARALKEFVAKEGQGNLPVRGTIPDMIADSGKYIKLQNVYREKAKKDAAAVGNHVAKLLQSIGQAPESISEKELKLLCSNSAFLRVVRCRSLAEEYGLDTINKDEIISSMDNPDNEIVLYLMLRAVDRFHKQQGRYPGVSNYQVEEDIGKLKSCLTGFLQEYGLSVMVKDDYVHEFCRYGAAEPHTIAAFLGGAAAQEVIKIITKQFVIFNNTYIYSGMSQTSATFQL
# PABP1 MLLE inh = inhibitors of PABP1 MLLE–PAM2 peptide binding, primary screen, biochemical, fluorescence polarization, FITC-PAM2, GST-MLLE | Polyadenylate-binding protein 1 (Homo sapiens), P11940 | inhibition, % at 20 µM | 0.36% of 360,000 active | AID 588489, 2011; in the data active = inhibition above about 35%, passing the limit was not always enough;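 also: plate controls were DMSO wells with GST-MLLE for no effect and wells lacking GST-MLLE protein for full effect; some results filed as inactive read as strong as hits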
# Starred values were filed as active, the others as inactive; i = inactive; · = no result given. Random draw from the library; any-hit rate near 3.9%.
[1] c1cc2c(cc1C1=Nn3c(nnc3C3CCCCC3)SC1)OCO2
[2] CCc1nnc(SCC(=O)Nc2ccccc2Cl)nc1CC
[3] CCOC(=O)C1=C(N)OC2=C(C(=O)CCC2)C1c1ccc(C)s1 (stereo not given)
[4] CC(C)(Oc1ccc(Cl)cc1)C(=O)NCC(c1ccco1)N1CCCCC1 (stereo not given)
[5] CCc1ccc(NC(=O)CN2CCC(C(=O)c3ccc(OC)cc3)CC2)cc1
[6] Cc1noc(C)c1NC(=O)Nc1ccc2c(c1)C(=O)N([C@@H](C)CO)C[C@@H](C)[C@@H](CN(C)Cc1ccc3c(c1)OCO3)O2
[7] COc1ccc(Cc2c(-c3ccc(OC)c(OC)c3)nc3cc(C)c(Br)c(C)n23)c(C)c1
[8] CCn1c(CSc2nccn2C)nc2cc(C(=O)O)ccc21
Assay by compound	1	2	3	4	5	6	7	8
SKN-1 block	16	-9	12	8	2	6	10	59
FAS TE block	7	-2	4	10	15	-6	27	-7
Rpn11 inh	i	i	i	i	i	i	·	i
MT1-MMP act inh	-3	-1	-5	-3	3	1	3	15
NadD block	0	-2	5	0	-4	-1	10	1
CSN inh	7	-3	1	2	-4	-5	0	2
Rin1-Abl PPI inh	-1	2	1	0	3	2	·	1
Neddylation inh	i	i	i	i	i	i	i	i
PABP1 MLLE inh	-5	14	13	-9	11	-2	·	51*

[9] Cc1ccc(S(=O)(=O)CCC#N)cc1
[10] CCn1c(CNC(=O)c2ccc(OC)cc2)nnc1SCC(=O)c1ccccc1
[11] CCCCn1c(N)c(N(CC(C)C)C(=O)CSCC(=O)Nc2ccc(OC)cc2)c(=O)[nH]c1=O
[12] CCN1CCN(C(=O)/C=C/c2ccc(C(C)C)cc2)CC1
[13] Cc1nc(N2CCN(C)CC2)c2cc(-c3ccccc3)sc2n1
[14] Cc1cc(C)n(CC(O)CN(c2cccc([N+](=O)[O-])c2)S(=O)(=O)c2ccccc2)n1 (stereo not given)
[15] COc1cc(NC(=O)Nc2nc(C(N)C(C)C)cs2)cc(OC)c1OC (stereo not given)
[16] Cc1ccc(S(=O)(=O)NNC(=O)c2cc(C)cs2)cc1
Assay by compound	9	10	11	12	13	14	15	16
SKN-1 block	-3	11	3	-1	-3	-9	-4	11
FAS TE block	-5	-8	-4	-2	-3	6	-8	-4
Rpn11 inh	i	i	i	i	i	i	i	i
MT1-MMP act inh	1	3	-1	5	-6	1	1	-3
NadD block	-4	0	-2	-5	-2	5	2	1
CSN inh	-5	8	-5	-3	2	-4	-4	-2
Rin1-Abl PPI inh	-2	0	5	-2	4	1	-2	1
Neddylation inh	i	i	i	i	i	i	i	i
PABP1 MLLE inh	-16	-20	-11	9	-8	2	7	-5

[17] COc1ccc(Cc2nnc(SCC(=O)NC3CCCC3)o2)cc1
[18] CC1(C)C(C=C(Cl)Cl)C1C(=O)N1CCN(c2ccccc2)CC1 (stereo not given)
[19] CC(=O)NC12CC3CC(C1)CC(C(=O)N1CCN(S(=O)(=O)c4ccc(C(C)C)cc4)CC1)(C3)C2
[20] CCOC(=O)Cc1csc(SC(C)C(=O)NC2CCCCC2C)n1 (stereo not given)
[21] COc1ccccc1NS(=O)(=O)c1cc(C(=O)NCCN2CCOCC2)ccc1Cl
[22] Cc1cccc(NC(=O)CNC(=O)c2cn(Cc3ccccc3)nc2-c2cccnc2)c1C
[23] COC(=O)CN(c1ccc(C(C)C)cc1)S(=O)(=O)c1c(C)[nH]c(=O)[nH]c1=O
[24] Cc1cccc(C)c1OCc1cc(C(=O)N2CCCC2c2nonc2C)no1 (stereo not given)
Assay by compound	17	18	19	20	21	22	23	24
SKN-1 block	3	-1	3	-21	8	8	14	-7
FAS TE block	-10	13	8	-5	-2	2	3	18
Rpn11 inh	i	i	i	i	i	i	i	i
MT1-MMP act inh	1	2	2	-2	-5	-3	-2	-1
NadD block	-1	7	1	-4	5	-10	7	-11
CSN inh	5	-4	6	2	-1	-2	3	2
Rin1-Abl PPI inh	2	2	-1	-1	1	1	2	-1
Neddylation inh	i	i	i	i	i	i	i	i
PABP1 MLLE inh	5	18	2	4	7	-6	13	6

[25] Cc1ccc(SCCC(=O)Nc2cc(C)on2)cc1
[26] CC[C@]12c3[nH]c4ccc(Cl)cc4c3CCN1C(=O)[C@@H](CC(=O)NCCC1=CCCCC1)C[C@@H]2C(=O)N1CCN(C(=O)c2ccco2)CC1
[27] Nc1ccn(C2C=CC(CO)O2)c(=O)n1 (stereo not given)
[28] Cc1ccc(-c2nc3ncccn3c2NC2CCCC2)o1
[29] Cc1ccc(S(=O)(=O)N2CCOCC2)cc1C(=O)NCc1ccc2c(c1)OCO2
[30] Cc1ccccc1OCc1nc2c3c(ncn2n1)-c1ccccc1CC31CCCC1
[31] CC(C)CC1C(=O)N(Cc2cn(CCC3OCCCO3)nn2)CCS(=O)(=O)N1Cc1ccc(-c2ccncc2)cc1 (stereo not given)
[32] O=C(CCC(=O)NC1CCCCCCC1)Nc1nnc(C(F)(F)F)s1
Assay by compound	25	26	27	28	29	30	31	32
SKN-1 block	-10	4	5	-25	-31	6	-6	-16
FAS TE block	-3	25	-4	-16	3	16	-4	6
Rpn11 inh	i	i	·	i	i	i	i	i
MT1-MMP act inh	-3	-1	8	9	10	-6	-4	3
NadD block	-2	3	-2	-5	2	-6	2	-2
CSN inh	0	1	-4	-1	-5	3	2	-3
Rin1-Abl PPI inh	-1	0	·	-2	-1	1	-1	-1
Neddylation inh	i	i	i	i	i	i	i	i
PABP1 MLLE inh	8	6	·	-13	-3	6	13	-1

[33] COc1ccc(OC)c(C(=O)c2c(C)oc3cc([N+](=O)[O-])c(O)c([N+](=O)[O-])c23)c1
[34] N=c1n(CCN2CCOCC2)c2ccccc2n1CC(=O)c1ccc(Cl)c(Cl)c1
[35] O=C(Nc1cccc(C(=O)O)c1)/C(=C\c1cccc([N+](=O)[O-])c1)NC(=O)c1ccc(Br)cc1
[36] Cc1ccc2nc(-c3ccc(NC(=O)COC(=O)c4ccc(=O)[nH]c4)cc3)sc2c1
[37] COc1ccc(C(=O)CSc2nc(C)cc(=O)[nH]2)cc1C
[38] CC(O)CNCCOc1ccccc1-c1ccccc1 (stereo not given)
[39] O=C(NCCc1cccc(F)c1)[C@@H]1CSC2c3ccccc3C(=O)N21 (stereo not given in full)
[40] Cc1cc(C(=O)N2CCC2(C)C(=O)NS(=O)(=O)c2ccc(Cl)cc2)nn1C (stereo not given)
Assay by compound	33	34	35	36	37	38	39	40
SKN-1 block	0	0	13	2	10	-9	13	5
FAS TE block	1	13	69*	-11	-3	-8	-25	-10
Rpn11 inh	i	i	i	i	i	i	i	i
MT1-MMP act inh	1	-8	3	0	1	5	3	4
NadD block	1	-1	4	0	0	-7	0	-2
CSN inh	-3	-4	3	4	-2	3	0	1
Rin1-Abl PPI inh	-3	3	-4	0	0	-10	-1	-3
Neddylation inh	i	i	i	·	i	i	i	i
PABP1 MLLE inh	6	11	-11	-50	-10	8	25	3

[41] CCC1CCCCN1C(=O)COC(=O)c1ccc(S(=O)(=O)N2CCOCC2)cc1 (stereo not given)
[42] O=C(NCc1ccco1)c1ccc2c(c1)OCCO2
[43] CCCOc1ccc(Br)cc1/C=N/NC(=O)c1cc(OC)c(OC)c(OC)c1
[44] COc1cc(CN2CCC(CCC(=O)NC3CC3)CC2)cc(Cl)c1OC
[45] COc1ccc(N(CC(=O)NCCSCc2ccc(C)cc2)S(=O)(=O)c2ccccc2)cc1
[46] CC(C)(C)n1nnnc1C(c1ccccc1F)N(Cc1ccco1)CC1CCCO1 (stereo not given)
[47] CCOc1cc(Br)c(Br)c(C=Nc2ccc(NC(C)=O)cc2)c1O
[48] COc1ccc(S(=O)(=O)N2CCCC2CNC(=O)C(=O)NCc2ccc3c(c2)OCO3)cc1 (stereo not given)
Assay by compound	41	42	43	44	45	46	47	48
SKN-1 block	-16	11	9	-5	14	5	74	-10
FAS TE block	0	-4	-4	-5	25	13	-8	11
Rpn11 inh	i	i	i	i	i	i	i	i
MT1-MMP act inh	0	1	15	-1	1	-7	5	-8
NadD block	-2	-7	5	-7	-6	-1	5	-5
CSN inh	-4	1	2	4	-3	-2	11	-8
Rin1-Abl PPI inh	1	0	-5	3	-4	2	4	5
Neddylation inh	i	i	i	i	i	i	i	i
PABP1 MLLE inh	-7	-2	7	17	2	-9	77	13

[49] C#CCn1c2ccccc2c(=O)n1CCOc1ccccc1OC
[50] COC(=O)c1ccc(CNC(=O)c2c3c(nc4ccccc24)CCN(Cc2ccccc2)C3)cc1
[51] CCNc1c(NS(=O)(=O)c2ccc(OC)cc2)c(=O)oc2ccccc12
[52] O=C(CN1C(=O)COc2ccc(S(=O)(=O)N3CCCCC3)cc21)NCc1ccccc1Cl
[53] COc1ccc(-n2c(SCCC#N)nnc2-c2cc(Cl)ccc2OC)cc1Cl
[54] COC(=O)[C@]1(Cc2ccccc2)N[C@H](CN(C)S(=O)(=O)c2ccc(C(F)(F)F)cc2)[C@@H]2C(=O)N(Cc3ccccc3)C(=O)[C@@H]21
[55] COc1ccc(OC)c2sc(NC(=O)c3ccc(Br)s3)nc12
[56] COc1cccc(C=C2SC(=S)NC2=O)c1
[57] CC1(C)CC(=O)C2=C(C1)OC(N)=C(C#N)C21CCN(Cc2ccccc2)CC1
[58] COc1ccc(OC)c(NC(=O)c2cccc(Cn3cc(Br)c([N+](=O)[O-])n3)c2)c1
Assay by compound	49	50	51	52	53	54	55	56	57	58
SKN-1 block	-5	10	18	6	-11	13	-1	12	22	2
FAS TE block	·	1	0	5	33	18	-4	-3	-11	16
Rpn11 inh	·	i	i	i	i	i	i	i	i	i
MT1-MMP act inh	2	-9	1	0	-1	-5	9	0	-23	2
NadD block	·	15	-6	-5	-8	12	6	-1	2	-8
CSN inh	-4	-4	-2	5	2	-5	20	2	-1	-7
Rin1-Abl PPI inh	·	1	-3	6	1	1	-3	1	4	2
Neddylation inh	i	i	i	i	i	i	i	i	i	i
PABP1 MLLE inh	·	-20	-11	6	-108	2	3	22	16	-10

# Quoted at random: four records from the list, in no set order.
[50] COC(=O)c1ccc(CNC(=O)c2c3c(nc4ccccc24)CCN(Cc2ccccc2)C3)cc1
[52] O=C(CN1C(=O)COc2ccc(S(=O)(=O)N3CCCCC3)cc21)NCc1ccccc1Cl
[57] CC1(C)CC(=O)C2=C(C1)OC(N)=C(C#N)C21CCN(Cc2ccccc2)CC1
[49] C#CCn1c2ccccc2c(=O)n1CCOc1ccccc1OC
Assay by compound	50	52	57	49
SKN-1 block	10	6	22	-5
FAS TE block	1	5	-11	·
Rpn11 inh	i	i	i	·
MT1-MMP act inh	-9	0	-23	2
NadD block	15	-5	2	·
CSN inh	-4	5	-1	-4
Rin1-Abl PPI inh	1	6	4	·
Neddylation inh	i	i	i	i
PABP1 MLLE inh	-20	6	16	·
